Compound activity: PubChem BioAssay, ICCB-Longwood Screening Facility, Harvard Medical School
Polio RdRp inh: poliovirus RdRp elongation inhibitors, primary screen, biochemical, fluorescence polarization, total intensity | Genome polyprotein (Poliovirus type 1 (strain Mahoney)), P03300 | poliovirus polymerase elongation; active compounds read low | % elongation, % (compound at 16.7 µg/mL) | 150,000 compounds, 0.66% hits | AID 588519, 2011; in the data active = % elongation below about 90%; also: some results filed as inactive read as strong as hits
Target sequence (P03300 1749-2209 limits assumed): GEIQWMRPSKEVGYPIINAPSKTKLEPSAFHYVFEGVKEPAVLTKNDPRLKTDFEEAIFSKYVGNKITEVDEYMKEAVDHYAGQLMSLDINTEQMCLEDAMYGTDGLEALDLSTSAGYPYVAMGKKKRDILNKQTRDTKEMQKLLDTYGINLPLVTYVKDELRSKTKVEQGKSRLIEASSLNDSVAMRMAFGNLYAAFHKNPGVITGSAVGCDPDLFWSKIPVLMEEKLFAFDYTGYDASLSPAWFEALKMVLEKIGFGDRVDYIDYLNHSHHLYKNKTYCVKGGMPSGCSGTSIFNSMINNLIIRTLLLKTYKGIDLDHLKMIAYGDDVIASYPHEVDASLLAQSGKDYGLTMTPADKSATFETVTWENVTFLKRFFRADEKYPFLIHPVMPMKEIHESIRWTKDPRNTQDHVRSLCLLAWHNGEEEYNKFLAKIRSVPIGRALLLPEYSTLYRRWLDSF
Polio RdRp inh FP z-score: second read-out of Polio RdRp inh, no call of its own (marks repeat the call); z-score; measured here: FP z-score; hits read low
Starred values were filed as active, the others as inactive.

SMILES	Polio RdRp inh	Polio RdRp inh FP z-score
CC(Sc1nnc(COc2ccc(Cl)cc2)n1C)C(N)=O (stereo not given)	104.0	0
O=C(O)CCSc1nccn1Cc1ccccc1	101.0	0.5
O=C(CC(C(=O)N1CCc2ccccc21)n1ccnc1)N1CCc2ccccc2C1 (stereo not given)	102.0	0.1
O=C(COc1ccc(Cl)cc1)Nc1ccc2nc3n(c(=O)c2c1)CCCCC3	102.0	-0.4
Cc1ccc(C2=NN(CC(=O)NCCN(CC(C)C)CC(C)C)C(=O)CC2)cc1	110.0	-0.2
CN(C)/C=N/c1nc(-c2ccc3c(c2)OCO3)cs1	96.0	-0.3
CCOC(=O)c1cc(-c2ccccc2)n(CCCC(=O)Nc2cccc(Cl)c2C)c1C	102.0	-0.5
COc1ccc(NS(=O)(=O)c2ccc(C)c(Cl)c2)cc1	102.0	0
Cn1c(C(C#N)C(=O)c2ccccc2I)nc2ccccc21 (stereo not given)	104.0	0.2
CC(=O)Nc1c(C(=O)N2CCN(c3ccccc3)CC2)oc2ccccc12	100.0	-0.7
CSc1ccc(C2CC(=O)Nc3c2c(=O)nc(SC)n3C)cc1 (stereo not given)	100.0	-1
COc1ccccc1NC(=O)C1CC(=O)OC12CCOC(C)(C)C2 (stereo not given)	110.0	1
CCOC(=O)c1c(S(=O)(=O)N2CCCC(C(=O)Nc3ccccn3)C2)c(C)n(C)c1C (stereo not given)	105.0	-0.2
Cc1ccc2cc(C)c(N3CC(C)OC(C)C3)nc2c1 (stereo not given)	104.0	0.4
Cc1ccc(N2C(N)=NC(N)=NC2(C)C)cc1	103.0	0.1
O=C(CN(c1ccc(Cl)c(C(F)(F)F)c1)S(=O)(=O)c1ccccc1)Nc1cccnc1	110.0	0.6
CCN1CCN(c2ncc3c(n2)CCN(Cc2sccc2C)C3)CC1	110.0	0.7
Cc1ccccc1NC(=O)Cn1c(=O)n(CCC(=O)N2CCc3ccccc3C2)c(=O)c2ccccc21	105.0	-0.3
Cc1ccc(NC(=O)CCCn2c(=S)[nH]c3ccsc3c2=O)cc1C	103.0	0.3
CCCCOc1ccc(C2C(=O)N(C3CCCCC3)CC(=O)N2CCCC)cc1 (stereo not given)	108.0	-0.1
CCN1CCN(c2ccc(NC(=O)c3cccc(Br)c3)cc2)CC1	101.0	-0.2
COc1ccc(OC)c(S(=O)(=O)NC2CCCC(C)C2C)c1 (stereo not given)	103.0	0.7
COc1cc(OC)c(NC(=O)c2nn(-c3ccc(C)cc3)c(=O)c3c2c2ccccc2n3C)cc1Cl	108.0	0.1
COc1ccc(C2CC(c3ccc(Cl)c(Cl)c3)Nc3nc(N)nn32)cc1OC (stereo not given)	103.0	0.7
COc1cccc(-c2nnc(-c3ccc(NC(=O)C(F)(F)F)cc3)o2)c1	109.0	0.4
Cc1ccc(-n2c(C)c(C)c3c2N=CN2CCS(=O)(=O)N=C32)cc1	98.0	-0.4
COc1cccc(NC(=O)c2cn(C)c(=O)c3cc(OC)c(OC)cc23)c1	101.0	0.2
Cn1c(C=C(C#N)C#N)ccc1S(C)(=O)=O	96.0	-1.6
COc1ccc2c3c(cccc13)OCC2=O	97.0	-1.5
COC(=O)Cn1c(SCCOc2ccccc2Cl)nc2ccccc21	104.0	-0.8

Full records, looked up by structure:
`Cc1ccc(-n2c(C)c(C)c3c2N=CN2CCS(=O)(=O)N=C32)cc1` as listed: Polio RdRp inh = 98.0; Polio RdRp inh FP z-score = -0.4
`CCN1CCN(c2ccc(NC(=O)c3cccc(Br)c3)cc2)CC1` as listed: Polio RdRp inh = 101.0; Polio RdRp inh FP z-score = -0.2

The list continues:
SMILES	Polio RdRp inh	Polio RdRp inh FP z-score
COc1ccc(Cl)cc1NC(=O)Cc1ccc(NC(=O)N2CCCCc3ccccc32)cc1	103.0	-0.2
COc1ccc(NC(=O)Cn2c(=O)n(CCCC(=O)NCc3ccccc3Cl)c(=O)c3ccccc32)c(OC)c1	105.0	-0.9
COc1ccc(-c2cc(C(=O)Nc3cc(C(F)(F)F)ccc3Cl)no2)cc1	100.0	-0.5
O=C(c1cccs1)c1coc2ccc(Cl)cc2c1=O	102.0	0.3
N#Cc1c(SCC(=O)N2CCOCC2)nsc1SCC(=O)N1CCOCC1	104.0	0.3
O=C(NCCCN1CCOCC1)C1CC(c2ccccc2O)=NO1 (stereo not given)	100.0	-0.4
CCOC(=O)N1CCC(NC(=O)CS(=O)(=O)Cc2nc(-c3cccc(OC)c3)oc2C)CC1	100.0	-0.1
O=C(c1ccc(Br)cc1)N1Cc2ccccc2NC1=S	95.0	-0.5
N#Cc1nc2c(S(=O)(=O)c3ccc(Cl)cc3)c(N)n(Nc3cccc(Cl)c3)c2nc1C#N	103.0	0.1
CCCCSc1nnc2c(n1)OC(c1ccc(Br)s1)Nc1ccccc1-2 (stereo not given)	104.0	-0.4
COc1cc(/C=c2/sc3nc4ccccc4n3c2=O)ccc1O	120.0	4.6
Cc1ccc(-c2csc3ncn(-n4c(C)ccc4C)c(=O)c23)cc1	98.0	-0.6
CC1=C(C(=O)OC2CCCCCC2)C(c2c(F)cccc2Cl)CC(=O)N1 (stereo not given)	103.0	-0.8
Cc1ccc(O)c(NC(=O)c2noc3c2CCCC3)c1	106.0	0.4
Cc1nc2ccc(NC(=O)N3CCSCC3)cc2s1	108.0	0.7
CCN1CCN(/C=N/c2nc3c(s2)CCCC3)CC1	104.0	0.3
Cc1ccc(NC(=O)/C=C2\SC(=O)NC2=O)cc1	98.0	-0.8
COc1ccc(Cl)cc1NC(=O)NCCn1c(=O)oc2ccc(C)cc21	101.0	-1.2
O=C1Nc2cc(Cl)ccc2SC2CCCCC2O1 (stereo not given)	101.0	0.3
Cn1c(=O)n(CCc2ccccc2)c2ccccc21	102.0	0.3
CC12CCC(=O)N1C(C(=O)OCC(=O)Nc1sccc1C#N)CS2 (stereo not given)	103.0	0.1
O=C(Cn1ccc2cc(S(=O)(=O)N3CCCCC3)ccc21)N1CCCCC1	104.0	0.4
C=CCn1c(C)cc(C(=O)CSc2nnc3n2CCCCC3)c1C	101.0	-0.1
COc1ccc(NC(=O)CSc2nc3ccccc3nc2N2CCC(C)CC2)cc1	108.0	0.5
COc1ccc(CCn2c(N)c(-c3nc4ccccc4[nH]3)c3nc(C#N)c(C#N)nc32)cc1OC	115.0	1.3
Cc1ccccc1C(=O)Nc1nc(-c2nnn(-c3ccc(C(C)C)cc3)c2C)ns1	102.0	-1
COc1ccc(NC(=O)COc2ccc(S(=O)(=O)NC3CCCCC3)cc2)cc1OC	111.0	1.5
COc1ccc(N2CCN(Cc3cn4c(C)cc(C)nc4n3)CC2)cc1	105.0	0.3
CCc1cccc(NC(=O)COC(=O)Cc2cn3ccsc3n2)c1	99.0	-0.2
Cc1ccc2c(c1)-c1c(cnc3cc(-c4ccc(Cl)cc4)nn13)CO2	104.0	-0.2
CCOC(=O)c1noc(N)c1-c1ccccc1	103.0	0.2
CCOc1ncccc1C(=O)OCc1ccccc1	103.0	0.3
CCS/C=C/C#CC1(O)CCCCC1	104.0	1.1
COc1ccc(CCNc2ncnc3sccc23)cc1	105.0	0.2
CCOc1cc(/C=C2/C(=O)ON=C2C)cc(Cl)c1OCc1ccc(F)cc1	102.0	0.1
CCCC(=O)Nc1nn2c(-c3ccc(OC)cc3)nnc2s1	101.0	-0.1
COC(Cn1cc2c(c1-c1ccccc1Br)c(=O)n(C)c(=O)n2C)OC	102.0	0.2
CCCCn1c(C)c(Cc2ccccc2)[nH]c1=O	101.0	0.4
O=S(=O)(CCc1ccccc1)/N=C/c1ccco1	100.0	-0.5
CCn1c(=NC(=O)C(C)(C)C)sc2ccccc21	104.0	0.7

Reprinted at random: seven records from the list
SMILES	Polio RdRp inh	Polio RdRp inh FP z-score
CCn1c(=NC(=O)C(C)(C)C)sc2ccccc21	104.0	0.7
COc1ccc(CCNc2ncnc3sccc23)cc1	105.0	0.2
CCCC(=O)Nc1nn2c(-c3ccc(OC)cc3)nnc2s1	101.0	-0.1
CCCCn1c(C)c(Cc2ccccc2)[nH]c1=O	101.0	0.4
CCS/C=C/C#CC1(O)CCCCC1	104.0	1.1
O=S(=O)(CCc1ccccc1)/N=C/c1ccco1	100.0	-0.5
CCOc1cc(/C=C2/C(=O)ON=C2C)cc(Cl)c1OCc1ccc(F)cc1	102.0	0.1

Next section:
SMILES	Polio RdRp inh	Polio RdRp inh FP z-score
O=C(CCN1C(=O)CCC1=O)OCC1CCCN2CCCCC12 (stereo not given)	102.0	-0.1
CCN(CC)C(=O)c1c[nH]c2ccc(S(=O)(=O)Nc3cc(C)cc(C)c3)cc2c1=O	101.0	-0.4
CC1(C)CC(=O)CC(c2ccccc2)(C(F)(F)F)O1 (stereo not given)	105.0	0.5
Cc1ccc2oc(=O)c(/C=C(\O)CC(C)C)nc2c1	102.0	0.1
CCC(CC)NS(=O)(=O)c1ccc(Br)cc1	100.0	-0.2
COc1ccc(OCCSc2nnc(-c3ccc(OC)cc3)o2)cc1	104.0	0.2
CCOC(=O)c1nnc(Cc2ccc(C)cc2)o1	101.0	-0.7
O=C(CN1C(=O)COc2ccc(S(=O)(=O)N3CCOCC3)cc21)NCc1ccc(F)cc1	122.0	0.7
CCOC(=O)c1cnc2cc(OC)ccc2c1Cl	102.0	0.1
CCN(c1ccc(Cl)cc1)S(=O)(=O)c1nnc(NC(=O)C(C)C)s1	109.0	0.2
CCOc1ccc(C(=O)Nc2nnc(SCc3cc(=O)c4cc(C)ccc4[nH]3)s2)cc1	103.0	-0.6
CC(C)n1ncc2c1N=C(c1ccccc1)N(C1CC1)C21CCCCC1	106.0	0.4
CSc1nnc(N2C(=O)CC(c3ccccc3)C3=C2CCCC3=O)s1 (stereo not given)	106.0	0.1
COc1cc2c(cc1OC)CN(CC(=O)Nc1ccccc1C(=O)NC1CC1)CC2	101.0	-0.4
CCOCCCn1c(SCc2nc3sc(C(=O)O)c(C)c3c(=O)[nH]2)nnc1-c1ccc(Cl)cc1	107.0	0.5
CCOc1cc(C2C3=C(CC(C)(C)CC3=O)N(C)C3=C2C(=O)CC(C)(C)C3)ccc1O	101.0	-0.2
COc1ccc(OCC(O)CNC(C)c2ccccc2)cc1 (stereo not given)	99.0	-0.5
CCN1CCN(c2cc(C)c3cc(NC(=O)c4ccccc4F)ccc3n2)CC1	106.0	0.3
CCOC(=O)C1CCC(CNC(=O)N2CCSc3ncccc32)CC1 (stereo not given)	102.0	0.1
Cc1cc2c(n1-c1ccc(C(=O)NCC3CCCO3)cc1)CCC(C)C2 (stereo not given)	103.0	0.1
O=C(NC1CCSC1=O)C1CCCCC1 (stereo not given)	100.0	-0.2
CCOC(=O)N1CCC(NC(=O)c2ccc3c(c2)N(Cc2ccc(Cl)cc2)C(=O)c2ccccc2S3=O)CC1 (stereo not given)	108.0	0.3
CCOc1ccccc1N1CC(c2nc3ccccc3n2CCCOc2c(C)cccc2C)CC1=O (stereo not given)	101.0	-0.4
CC(c1ccccc1)N1CC(O)=C(c2nc3ccccc3[nH]2)C1=N (stereo not given)	105.0	1.1
COc1ccc(-c2cc(=O)c3cc(OC(=O)c4ccc(OC)c(OC)c4)ccc3o2)cc1	103.0	0.6
CCOC(=O)N1CCN(C(=O)c2cc3c(=O)n(C)c4ccccc4c3n2C)CC1	103.0	0.7
COc1cccc(CNC(=O)C23CC4CC(CC(O)(C4)C2)C3)c1	100.0	-0.2
COc1cccc(OC)c1C1=NCC(=O)Nc2c1oc1ccc(Br)cc21	103.0	0.2
CCN(Cc1ccccc1)S(=O)(=O)c1nc2nc(C)c(C)c(C)n2n1	108.0	0.5
CCOC(=O)c1c(C)[nH]c(NC(=O)Nc2ccccc2Br)c1C	103.0	0.5
CCCn1nc(C(=O)N2CCN(CC)CC2)c2ccccc2c1=O	103.0	0
Cn1nnnc1SCCCNCc1ccc(-c2cccc(Cl)c2)o1	95.0	-2.5
Cn1c(NNC(=O)C(C)(C)Oc2ccc(Cl)cc2)cc(=O)n(C)c1=O	104.0	0.3
CCOc1ccc(NC(=O)c2ccc3nc(Cc4ccccc4)oc3c2)cc1	106.0	-0.3
CC1CCN(CC(=O)Nc2ccccc2C(F)(F)F)CC1	103.0	1.6
O=C(Nc1ccc(-c2nnc3n2CCCCC3)cc1)c1ccccc1	106.0	0.4
CCN(CCCNC(=O)c1nn(-c2ccc(OC)cc2)c(=O)c2c1c1ccccc1n2C)c1ccccc1	114.0	1.8
COc1ccc(SCc2csc(NC(C)=O)n2)cc1	100.0	-0.3
COc1cc2c(cc1OC)C(COc1ccccc1OC)N(C(=O)CC(C)C)CC2 (stereo not given)	105.0	-0.3
Oc1cc(O)c2c(c1)OC(c1ccc(O)c(O)c1)C(O)C2 (stereo not given)	103.0	0.3
CCN1C(=O)/C(=C/c2c(NC(C)C)nc3ccccn3c2=O)SC1=S	112.0	1.9
Cc1ccc2nc(CC(=O)O)[nH]c2c1	103.0	0.4
CCc1cccc(CC)c1NC(=O)Cn1c(C(=O)OC(C)C)cc2c1ccn2C	101.0	-0.4
C=CCn1c(CNC(=O)c2ccccc2)nc2ccccc21	105.0	0.2
COCCCNC(=O)CSc1nc2cc3c(cc2c(=O)n1CCCC(=O)NCc1ccc2c(c1)OCO2)OCO3	107.0	0.3
CCN(CC)C(=O)c1nc(-c2ccc(Cl)cc2)n2c1CCCCC2	103.0	0.5
COCCOc1ccc(C(F)(F)F)cc1Nc1nc2ccccc2o1	87.0*	-1.8*
O=C(OCc1cc(=O)oc2cc3c(cc12)CCC3)c1ccc(Br)o1	98.0	-0.4

These rows are one share of the data. The share of hits here may be higher or lower than overall.
